ATG4B inh – blocks human ATG4B protease cleavage of LC3 substrate | Q9Y4P1 | ATG4B cleavage of LC3-PLA2, NBD-HPC fluorescence, 1 h | inhibition, % at 8.33 µM | hit rate 0.51% among 340,000 | AID 504462; in the data active = inhibition above about 40%
CXCR6 inh – blocks human CXCR6 beta-arrestin recruitment | O00574 | CHO-K1 PathHunter CXCR6 beta-arrestin, luminescence | inhibition, % at 20 µM | hit rate 0.36% among 360,000 | AID 602244; in the data active = inhibition above about 34%, passing the limit was not always enough;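 also: antagonist mode with CXCL16 agonist at 10 nM final; 0% = 10 nM CXCL16 with DMSO and 100% = unstimulated wells without agonist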
APJ ag – activates the human apelin receptor APJ; P35414; CHO-K1 APJ PathHunter beta-arrestin, luminescence; 0% DMSO wells, 100% apelin; activation, % at 20 µM; hit rate 0.11% among 330,000; AID 2520;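 active = activation more than six SD over the plate average, tested at 20 µM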;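 also: 0% = DMSO alone and 100% = apelin-13 at 10 nM; some results filed as inactive read as strong as hits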
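Material: CHO-K1 APJ beta-arrestin complementation cell line; Input: cell density 1000 per well; Incubation: compound stimulation 90 min at 25 °C, detection 60 min; Signal: luminescence from split beta-galactosidase complementation, Galacton Star/Emerald II substrate; Controls: DMSO-only wells as negative, 10 nM Apelin-13 as positive control.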
UBC13 inh – inhibitors of human UBC13 polyubiquitin chain formation. P61088. TR-FRET. inhibition, % at 20 µM. hit rate 0.47% among 330,000. AID 485273; in the data active = inhibition above about 45%, passing the limit was not always enough
Target sequence (P61088 whole entry, looked up): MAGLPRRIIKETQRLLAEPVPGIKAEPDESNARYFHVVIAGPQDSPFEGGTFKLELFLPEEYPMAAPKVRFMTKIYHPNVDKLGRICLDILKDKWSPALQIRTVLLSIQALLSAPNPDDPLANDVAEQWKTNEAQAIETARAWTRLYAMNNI
APJ antag – APJ receptor antagonism. P35414. CHO-K1 APJ beta-arrestin complementation, luminescence. inhibition, % at 20 µM. hit rate 0.32% among 330,000;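 active = inhibition above about 40% at 20 µM, limit read from the data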;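 also: cells challenged with 10 nM apelin-13 agonist together with compound; plate controls were apelin-13 plus DMSO wells for no effect and DMSO wells lacking apelin-13 for full effect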
Gli-Sufu antag – Gli-Sufu pathway antagonism; inhibition, % at 5 µM; Sufu-KO-LIGHT fibroblasts, Gli luciferase reporter luminescence; AID 588413; hit rate 0.74% among 340,000;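 active = inhibition above about 55%, limit read from the data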;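 also: 0% = DMSO-treated cells and 100% = wells with medium but no cells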
EBI2 antag – EBI2 (human) antagonism; P32249; EBI2 beta-arrestin recruitment, luminescence, 7a,25-OHC stimulated; inhibition, % at 5 µM; hit rate 0.81% among 360,000; in the data active = inhibition above about 38%;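 also: enzyme fragment complementation signal reports receptor beta-arrestin coupling in cells; 0% = agonist plus DMSO wells and 100% = wells without agonist; some results beyond the cut were filed as inactive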
Target sequence (P32249 whole entry, looked up, the tested form may be a part): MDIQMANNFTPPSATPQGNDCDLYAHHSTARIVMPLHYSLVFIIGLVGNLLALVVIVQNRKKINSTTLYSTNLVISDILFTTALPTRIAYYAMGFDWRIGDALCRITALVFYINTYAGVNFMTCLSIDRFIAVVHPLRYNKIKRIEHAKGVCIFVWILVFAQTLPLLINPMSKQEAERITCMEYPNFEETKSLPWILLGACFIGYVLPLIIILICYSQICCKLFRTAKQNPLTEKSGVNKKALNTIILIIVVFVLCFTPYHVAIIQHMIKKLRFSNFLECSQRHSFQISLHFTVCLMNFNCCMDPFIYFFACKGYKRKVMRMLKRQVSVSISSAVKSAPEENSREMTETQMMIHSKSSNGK
CCR6 antagonist – blocks CCL20-driven beta-arrestin recruitment at human CCR6; P51684; CHO-K1 CCR6 PathHunter beta-arrestin, luminescence, CCL20-stimulated; inhibition, % at 20 µM; hit rate 0.49% among 340,000; AID 493098;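 active = compounds whose inhibition of the agonist-driven luminescence signal at 20 µM reaches about 50%, limit read from the data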;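 also: cells stimulated with CCL20 at 14 nM final; plate controls were DMSO with CCL20 for no effect and DMSO without agonist for full effect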
Target sequence (P51684 whole entry, looked up): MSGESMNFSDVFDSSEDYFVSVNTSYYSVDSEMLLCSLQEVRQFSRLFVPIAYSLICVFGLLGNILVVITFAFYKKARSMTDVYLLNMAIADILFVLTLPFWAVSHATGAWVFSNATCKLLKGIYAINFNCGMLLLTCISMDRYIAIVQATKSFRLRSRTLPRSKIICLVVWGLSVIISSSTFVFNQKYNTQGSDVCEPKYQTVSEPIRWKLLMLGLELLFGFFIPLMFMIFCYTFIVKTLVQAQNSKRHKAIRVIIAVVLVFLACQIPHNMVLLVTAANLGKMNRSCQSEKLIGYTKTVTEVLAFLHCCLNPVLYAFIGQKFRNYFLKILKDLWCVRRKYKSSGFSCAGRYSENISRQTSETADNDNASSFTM
* = called active by the depositor.

Screening COc1ccc(NC(=O)c2cn(C)c(=O)c3cc(OC)c(OC)cc23)c(OC)c1 returned ATG4B inh -9.9, CXCR6 inh -6.5, APJ ag -2.7, UBC13 inh -0.7, APJ antag -15.4, Gli-Sufu antag -0.6, EBI2 antag -5.5 and CCR6 antagonist 2.7.
Screening O=C(/C=C/c1ccc(F)cc1)NC(=S)N1CCN(c2ccccn2)CC1 returned ATG4B inh -7.8, CXCR6 inh 10.8, APJ ag -3.5, UBC13 inh 6.4, APJ antag 2.7, Gli-Sufu antag -8.6, EBI2 antag 16.6 and CCR6 antagonist 10.0.
For COc1cc(C(=O)NC(=S)N2CCN(C)CC2)cc(OC)c1OC the results were ATG4B inh -8.4, CXCR6 inh -0.3, APJ ag 1.1, UBC13 inh 5.7, APJ antag 7.0, Gli-Sufu antag 6.4, EBI2 antag 4.5 and CCR6 antagonist 7.2.
For CN(c1ccccc1C(=O)NC1CCCCC1)S(=O)(=O)c1ccccc1 the results were ATG4B inh -3.8, CXCR6 inh -3.3, APJ ag -3.4, UBC13 inh -0.6, APJ antag -11.4, Gli-Sufu antag 27.2, EBI2 antag -6.4 and CCR6 antagonist 3.0.
`Cc1cc2ccc(C)c(C)c2nc1SCC(=O)c1cccs1` gave ATG4B inh -7.2, CXCR6 inh 12.1, APJ ag -6.0, UBC13 inh -6.8, APJ antag 12.1, Gli-Sufu antag 6.5, EBI2 antag 12.9 and CCR6 antagonist 3.9.
`COC(=O)CNS(=O)(=O)c1ccc(OC)cc1` gave ATG4B inh -3.1, CXCR6 inh 1.8, APJ ag 4.5, UBC13 inh 1.1, APJ antag 6.2, Gli-Sufu antag 4.2, EBI2 antag -12.5 and CCR6 antagonist 8.6.
Cc1cc(C)n(C(=O)CSc2ccc(Cl)cc2)n1 was read as ATG4B inh 11.0, CXCR6 inh 0.8, APJ ag -3.2, UBC13 inh 6.6, APJ antag 11.4, Gli-Sufu antag 5.0, EBI2 antag -8.5 and CCR6 antagonist -2.2.
Screening COC(=O)CN1C(=S)N(c2ccc(F)cc2)C(=O)C1CC(=O)Nc1ccccc1 (centres undefined) returned ATG4B inh -4.4, CXCR6 inh -0.9, APJ ag -1.2, UBC13 inh -2.7, APJ antag 4.8, Gli-Sufu antag -3.1, EBI2 antag 7.8 and CCR6 antagonist 4.5.
Screening CCN1C[C@@H]2[C@@H]3C(=O)N(Cc4ccccc4)C(=O)[C@@H]3[C@](Cc3ccccc3)(C1=O)N2C(=O)c1ccc(Br)cc1 returned ATG4B inh -15.5, CXCR6 inh -0.8, Gli-Sufu antag -5.9, EBI2 antag 1.1 and CCR6 antagonist 3.9.
CCCn1c(N)c(N(CCOC)C(=O)c2ccc(N(C)S(=O)(=O)c3ccc(C)cc3)cc2)c(=O)[nH]c1=O was read as ATG4B inh -8.2, CXCR6 inh 1.2, APJ ag -1.3, UBC13 inh -8.1, APJ antag 7.7, Gli-Sufu antag -4.5, EBI2 antag 8.1 and CCR6 antagonist 0.7.
For O=C(c1ccco1)N1CCN(S(=O)(=O)c2cccc([N+](=O)[O-])c2)CC1 the results were ATG4B inh 0.0, CXCR6 inh -0.7, APJ ag -2.4, UBC13 inh -4.2, APJ antag -1.1, Gli-Sufu antag -6.0, EBI2 antag 1.6 and CCR6 antagonist -4.9.
For Cc1[nH]n(S(=O)(=O)Cc2ccccc2)c(=O)c1N=Nc1ccccc1Cl the results were ATG4B inh 7.2, CXCR6 inh 15.9, APJ ag -4.1, UBC13 inh -16.0, APJ antag 17.2, Gli-Sufu antag 2.8, EBI2 antag 0.4 and CCR6 antagonist 15.1.
Cc1ccc(NC(=O)C(C)OC(=O)Cn2[nH]c(=O)c3ccccc3c2=O)cc1 (centres undefined) was read as ATG4B inh 6.6, CXCR6 inh -2.4, APJ ag -2.0, UBC13 inh -0.6, APJ antag 21.2, Gli-Sufu antag -3.9, EBI2 antag -6.3 and CCR6 antagonist 11.3.
`COc1ccc(-c2cn(CCC(=O)NCc3ccc(C)cc3)c(-c3ccncc3)n2)cc1` gave ATG4B inh 3.6, CXCR6 inh 0.8, APJ ag 2.2, UBC13 inh -9.8, APJ antag 11.2, Gli-Sufu antag -16.4, EBI2 antag 0.7 and CCR6 antagonist -4.7.
For CC1Cc2ccccc2N1CC(=O)Nc1ccc2c(c1)OC(F)(F)O2 (centres undefined) the results were ATG4B inh 21.9, CXCR6 inh 0.6, APJ ag -5.4, UBC13 inh 7.1, APJ antag 3.9, Gli-Sufu antag 5.6, EBI2 antag -2.5 and CCR6 antagonist 1.5.
CN(C(=O)CN1C(=O)/C(=C/c2ccc(Cl)cc2)SC1=S)C1CCS(=O)(=O)C1 (centres undefined) was read as ATG4B inh 2.3, CXCR6 inh -7.1, APJ ag 1.9, UBC13 inh 10.7, APJ antag -13.1, Gli-Sufu antag -6.3, EBI2 antag -12.9 and CCR6 antagonist -4.8.
For Cc1ccc(C2CC(=O)Nc3cc4c(cc32)OCCO4)s1 (centres undefined) the results were ATG4B inh -4.2, CXCR6 inh -4.4, APJ ag 1.6, UBC13 inh -5.5, APJ antag 5.3, Gli-Sufu antag 5.6, EBI2 antag -13.3 and CCR6 antagonist -2.4.
O=C(c1ccco1)N(Cc1cccc(Br)c1)C1CCS(=O)(=O)C1 (centres undefined) was read as ATG4B inh 2.8, CXCR6 inh 1.5, APJ ag -4.7, UBC13 inh -11.3, APJ antag 12.4, Gli-Sufu antag 34.5, EBI2 antag -1.5 and CCR6 antagonist 19.4.
`O=C(Cn1nnc2ccccc21)N/N=C\C=C\c1ccccc1` gave ATG4B inh -1.5, CXCR6 inh -14.2, APJ ag -0.4, UBC13 inh -18.4, APJ antag -5.7, Gli-Sufu antag 26.9, EBI2 antag 3.7 and CCR6 antagonist 12.9.
`CC(NC(=O)CCNC(=O)c1ccc(Br)cc1)c1ccc(-n2ccnc2)cc1` (centres undefined) gave ATG4B inh -5.2, CXCR6 inh 2.2, APJ ag -3.7, UBC13 inh -2.4, APJ antag 9.4, Gli-Sufu antag 10.7, EBI2 antag 1.5 and CCR6 antagonist 1.7.
For COc1ccc(C2CC(=O)N(C)c3ccccc3S2)cc1OC (centres undefined) the results were ATG4B inh 2.3, CXCR6 inh 0.0, APJ ag -2.5, UBC13 inh -3.7, APJ antag 10.6, Gli-Sufu antag -49.6, EBI2 antag -3.2 and CCR6 antagonist 8.9.
Screening O=C(NCc1nnc2c(C(F)(F)F)cc(Cl)cn12)c1ccco1 returned ATG4B inh 9.3, CXCR6 inh 3.0, APJ ag 0.0, UBC13 inh -2.1, APJ antag 15.7, Gli-Sufu antag -12.2, EBI2 antag 4.8 and CCR6 antagonist 9.4.
Screening O=C(O)CCC(=O)N1N=C(c2c(-c3ccccc3)c3cc(Cl)ccc3[nH]c2=O)CC1c1ccccc1 (centres undefined) returned ATG4B inh -4.4, CXCR6 inh 6.8, APJ ag -1.2, UBC13 inh -13.6, APJ antag -3.6, Gli-Sufu antag -2.4, EBI2 antag -10.8 and CCR6 antagonist -0.2.
Cn1c(SCc2ccccn2)nc2c1c(=O)[nH]c(=O)n2C was read as ATG4B inh -3.1, CXCR6 inh 0.6, APJ ag -4.2, UBC13 inh 3.7, APJ antag -27.0, Gli-Sufu antag -2.8, EBI2 antag -2.8 and CCR6 antagonist -4.9.
`CCOC(=O)N1CCN(C(=O)c2cccn3c(=O)c4c5c(sc4nc23)CCCC5)CC1` gave ATG4B inh -6.3, CXCR6 inh 5.3, APJ ag -2.8, UBC13 inh 14.1, APJ antag 11.6, Gli-Sufu antag 0.2, EBI2 antag -1.1 and CCR6 antagonist 2.2.
`CCn1cc(C(=O)NCC2CCCO2)c(=O)c2cc(S(=O)(=O)N(C)C)ccc21` (centres undefined) gave ATG4B inh -8.2, CXCR6 inh 7.8, APJ ag -2.2, UBC13 inh -7.3, APJ antag 16.2, Gli-Sufu antag 9.4, EBI2 antag 2.6 and CCR6 antagonist -3.6.
`CCCCOP(=O)(c1ccc(N(C)C)cc1)C(Nc1ccccc1)c1ccccc1` (centres undefined) gave ATG4B inh -2.4, CXCR6 inh 23.8, APJ ag -4.3, UBC13 inh 11.0, APJ antag 6.3, Gli-Sufu antag 7.3, EBI2 antag 22.9 and CCR6 antagonist 19.1.
Screening Cc1ccc(N2CCN(S(=O)(=O)N3CCCCC3)CC2)cc1Cl returned ATG4B inh -2.7, CXCR6 inh -0.2, APJ ag -1.7, UBC13 inh 1.2, APJ antag 2.9, Gli-Sufu antag -7.5, EBI2 antag -3.3 and CCR6 antagonist 7.0.
For O=C(OCC#CCSc1nnc(-c2ccccc2)o1)c1cccs1 the results were ATG4B inh 0.6, CXCR6 inh 3.2, APJ ag -0.9, UBC13 inh -2.8, APJ antag -14.9, Gli-Sufu antag -1.5, EBI2 antag -14.1 and CCR6 antagonist 14.4.
For CC(C)(C)C(=O)OCc1nc(-c2ccc(Cl)cc2)cs1 the results were ATG4B inh -7.5, CXCR6 inh -11.8, APJ ag -1.4, UBC13 inh -23.4, APJ antag -22.5, Gli-Sufu antag -16.1, EBI2 antag 22.9 and CCR6 antagonist 15.2.
`CC(OC(=O)c1ccc(Cl)c(S(=O)(=O)N2CCOCC2)c1)C(=O)Nc1ccc(S(N)(=O)=O)cc1` (centres undefined) gave ATG4B inh -2.9, CXCR6 inh -5.2, APJ ag -1.3, UBC13 inh -3.1, APJ antag 5.5, Gli-Sufu antag -2.6, EBI2 antag 0.3 and CCR6 antagonist -1.1.
Screening Cn1c(-c2ccsc2)c(-c2cccs2)c2cc(-c3cccc4[nH]ccc34)ccc21 returned ATG4B inh -0.8, CXCR6 inh -6.5, APJ ag -3.0, UBC13 inh 7.2, APJ antag -17.4, Gli-Sufu antag 21.4, EBI2 antag 1.7 and CCR6 antagonist 1.3.
Cc1ccc(C(=O)Nc2ccc(Cl)cc2C(F)(F)F)c(Cl)c1 was read as ATG4B inh 5.0, CXCR6 inh 7.4, APJ ag -2.8, UBC13 inh 13.4, APJ antag 1.9, Gli-Sufu antag -31.4, EBI2 antag 1.1 and CCR6 antagonist 15.1.
`O=C(NCC1(N2CCCCC2)CCCCC1)c1ccc(NS(=O)(=O)c2ccccc2)cc1` gave ATG4B inh -3.2, CXCR6 inh -2.8, APJ ag 1.5, UBC13 inh 0.6, APJ antag 17.4, Gli-Sufu antag 30.7, EBI2 antag -0.9 and CCR6 antagonist 3.0.
O=C(NCc1ccncc1)c1ccc2nc(Cc3ccccc3F)oc2c1 was read as ATG4B inh 0.3, CXCR6 inh -4.3, APJ ag -0.6, UBC13 inh -4.0, APJ antag -54.4, Gli-Sufu antag 5.3, EBI2 antag 8.4 and CCR6 antagonist 7.9.
Screening CCCn1c(CN2CCN(C(=O)OCC)CC2)nc2cc(NC(=O)CC)ccc21 returned ATG4B inh 0.1, CXCR6 inh -6.6, APJ ag 0.0, UBC13 inh -2.4, APJ antag 8.3, Gli-Sufu antag -1.1, EBI2 antag 2.5 and CCR6 antagonist 1.5.

Structural class, the entries above with a furan ring, fused or not.
For O=C(c1ccco1)N1CCN(S(=O)(=O)c2cccc([N+](=O)[O-])c2)CC1 the results were ATG4B inh 0.0, CXCR6 inh -0.7, APJ ag -2.4, UBC13 inh -4.2, APJ antag -1.1, Gli-Sufu antag -6.0, EBI2 antag 1.6 and CCR6 antagonist -4.9.
O=C(c1ccco1)N(Cc1cccc(Br)c1)C1CCS(=O)(=O)C1 (centres undefined) was read as ATG4B inh 2.8, CXCR6 inh 1.5, APJ ag -4.7, UBC13 inh -11.3, APJ antag 12.4, Gli-Sufu antag 34.5, EBI2 antag -1.5 and CCR6 antagonist 19.4.
Screening O=C(NCc1nnc2c(C(F)(F)F)cc(Cl)cn12)c1ccco1 returned ATG4B inh 9.3, CXCR6 inh 3.0, APJ ag 0.0, UBC13 inh -2.1, APJ antag 15.7, Gli-Sufu antag -12.2, EBI2 antag 4.8 and CCR6 antagonist 9.4.
